HTT cytoprotect: qHTS Multiplex Assay to Identify Dual Action Probes in a Cell Model of Huntington: Cytoprotection (ATP) | 230,000 tested, 0.14% active | AID 1471, 2008 | Potency, µM (titrated, usually from 56.4 µM), without a hit: cytoprotection (ATP increase), usual class: activators | PC12 HTT-Q103 induced, cytoprotection, ATP luminescence, 40 h;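 further: % of control where 0% means no effect; nearly all actives have a fitted effect of over 45% in size; toxic huntingtin expression switched on by the ecdysone agonist tebufenozide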
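Stable PC12 Q103-GFP cells in serum-supplemented, phenol red-free DMEM; induction by tebufenozide at 100 nM final; compound dose series; cell viability quantified luminescently from ATP.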
SMN2 splice up: qHTS Assay for Enhancers of SMN2 Splice Variant Expression | HEK293 SMN2-luciferase splicing reporter, luminescence, 30-36 h | Potency, µM (top dose mostly 46.1 µM), without a hit: at the highest dose activity change, positive = activation, most hits filed as activators | 210,000 tested, 2.8% active; further: % of control where 0% means no effect; nearly all actives have a fitted effect of over 55% in size
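qHTS luciferase splicing reporter: luminescence rises when SMN2 exon 7 is included in transfected HEK293 cells. Compound exposure lasted 30-36 h at 37C, with 4.5 mM final sodium butyrate as control, followed by a ONE-Glo read.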
Tau fibril ThT: qHTS for Inhibitors of Tau Fibril Formation, Thioflavin T Binding; Microtubule-associated protein tau (Homo sapiens), P10636; 270,000 tested, 2.1% active; Potency, µM (highest dose often 57.4 µM), inactives show at the top dose activity, negative = inhibition, actives largely listed as inhibitors; recombinant tau K18 P301L, heparin-induced fibrillization, ThT fluorescence; AID 1460, 2008; further: on the % scale 0 is the no-effect control and ±100 the full control effect; nearly all actives have a fitted effect of over 55% in size
Target sequence (P10636 561-689 P618L limits assumed): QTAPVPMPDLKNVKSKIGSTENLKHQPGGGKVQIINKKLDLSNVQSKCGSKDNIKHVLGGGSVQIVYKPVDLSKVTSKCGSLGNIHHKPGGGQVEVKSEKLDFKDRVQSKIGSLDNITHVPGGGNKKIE
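Fibril formation assay: tau K18 P301L at 15 uM with trace Alexa 594 label, heparin inducer 20 uM, pH 7 sodium acetate buffer, 37 C for 6 hr; endpoint ThT signal.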
KDM4E inh: qHTS Assay for Inhibitors of Human Jumonji Domain Containing 2E (JMJD2E). AID 2147, 2009. Lysine-specific demethylase 4E (Homo sapiens), B2RXH2. JMJD2E catalytic domain, FDH-coupled NADH fluorescence (FDH is formaldehyde dehydrogenase). 230,000 tested, 1.6% active. Potency, µM (titrated, usually from 57.1 µM), inactives show at the highest dose activity change, negative = inhibition, usual class: inhibitors; active means well fitted inhibition curve with a large enough effect, not every such curve was filed as active; inconclusive means small, poorly fitted or top-dose-only effect, or another doubt; inactive means no such curve, though single readings can be large or run the other way;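 further: 0% = wells with enzyme and -100% = buffer wells without enzyme; nearly all actives have a fitted effect of over 50% in size; many of its hits are not listed in these tables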
Target sequence (B2RXH2 1-337 limits assumed): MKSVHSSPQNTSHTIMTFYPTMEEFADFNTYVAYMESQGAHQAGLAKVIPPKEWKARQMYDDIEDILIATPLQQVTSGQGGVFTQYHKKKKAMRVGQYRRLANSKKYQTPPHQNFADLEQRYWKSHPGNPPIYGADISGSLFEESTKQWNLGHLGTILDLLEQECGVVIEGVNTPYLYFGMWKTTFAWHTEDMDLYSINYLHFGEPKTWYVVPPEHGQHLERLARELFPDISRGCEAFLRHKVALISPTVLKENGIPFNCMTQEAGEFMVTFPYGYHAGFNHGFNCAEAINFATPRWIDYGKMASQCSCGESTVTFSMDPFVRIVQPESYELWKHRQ
Tau fluor cs: Counterscreen qHTS for Inhibitors of Tau Fibril Formation, Fluorescence Polarization; AID 1463, 2008; Potency, µM (highest dose often 57.7 µM), for the others: at the top dose activity change, negative = decrease; 280,000 tested, 0.93% active; tau K18 P301L Alexa594 fluorescence, heparin fibrillization; further: on the % scale 0 is the no-effect control and ±100 the full control effect; nearly all actives have a fitted effect of over 55% in size
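Human tau K18 P301L (15 uM unlabeled, 0.24 uM Alexa 594-labeled) in 100 mM sodium acetate pH 7 with 20 uM heparin, 6 hr at 37 C. ThT 30 uM added, 1 hr ambient; Alexa 594 FP and total fluorescence read at 555/632 nm.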
HTT aggregate: qHTS Multiplex Assay to Identify Dual Action Probes in a Cell Model of Huntington: Aggregate Formation (GFP). PC12 HttQ103-GFP aggregates, Acumen cytometry, 40 h. Potency, µM (titrated, usually from 46.1 µM), for inactives: at the highest dose activity change, negative = inhibition, most hits filed as inhibitors. 220,000 tested, 1.1% active; further: on the % scale 0 is the no-effect control and ±100 the full control effect; nearly all actives have a fitted effect of over 60% in size
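Inducible Q103 Huntingtin exon 1–GFP PC12 line, 1500 cells/well in phenol red free DMEM with 5% equine and 5% calf serum. Tebufenozide 100 nM induced expression; compounds titrated; aggregates quantified by cytometry.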
Tau FP inhib: qHTS for Inhibitors of Tau Fibril Formation, Fluorescence Polarization. Microtubule-associated protein tau (Homo sapiens), P10636. K18 P301L tau heparin fibrillization, Alexa594 FP, 6 h. Potency, µM (series often up to 57.7 µM), for inactives: at the top dose activity, negative = inhibition, actives largely listed as inhibitors. 280,000 tested, 0.39% active; further: on the % scale 0 is the no-effect control and ±100 the full control effect; nearly all actives have a fitted effect of over 55% in size
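Read-out: fluorescence polarization of Alexa 594-labeled tau (0.24 uM), 555 nm excitation, 632 nm emission. Mixtures held 15 uM unlabeled K18 P301L, compound and 20 uM heparin, pH 7 acetate buffer, incubated 6 hr at 37 C.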
ALDH1A1 inh: qHTS Assay for Inhibitors of Aldehyde Dehydrogenase 1 (ALDH1A1) | Aldehyde dehydrogenase 1A1 (Homo sapiens), P00352 | Purified ALDH1A1, NADH fluorescence, propionaldehyde substrate | Potency, µM (series often up to 75.3 µM), without a hit: top-dose activity, negative = inhibition, usual class: inhibitors | 220,000 tested, 7.3% active; active means well fitted inhibition curve with a large enough effect, not every such curve was filed as active; inconclusive means small, poorly fitted or top-dose-only effect, or another doubt; inactive means no such curve, though single readings can be large or run the other way;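 further: plate controls were no enzyme wells and a reference inhibitor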
Target sequence (P00352 whole entry, looked up): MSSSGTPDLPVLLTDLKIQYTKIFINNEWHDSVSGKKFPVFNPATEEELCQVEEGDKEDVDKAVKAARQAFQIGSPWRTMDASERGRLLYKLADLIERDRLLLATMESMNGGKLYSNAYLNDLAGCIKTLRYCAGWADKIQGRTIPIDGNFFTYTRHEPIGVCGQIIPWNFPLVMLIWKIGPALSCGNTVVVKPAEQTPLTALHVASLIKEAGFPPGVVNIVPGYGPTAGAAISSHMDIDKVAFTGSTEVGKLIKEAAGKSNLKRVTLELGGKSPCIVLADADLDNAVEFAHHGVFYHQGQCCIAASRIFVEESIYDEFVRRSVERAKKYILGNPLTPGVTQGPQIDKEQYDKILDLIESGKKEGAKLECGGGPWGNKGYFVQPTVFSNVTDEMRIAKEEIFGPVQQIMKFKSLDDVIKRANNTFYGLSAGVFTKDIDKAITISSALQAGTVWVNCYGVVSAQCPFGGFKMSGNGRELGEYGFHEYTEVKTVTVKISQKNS
* hit, by the source's call; ? = inconclusive; nt = not tested or not shown; [ ] = another dose, or the depositor's remark. Unless noted, the call rests on the fitted dose curve; in most records, active means well fitted curve in the direction sought with a large enough effect; inconclusive means small, poorly fitted or top-dose-only effect, or another doubt; inactive means no such curve, though single readings can be large; an effect the other way counts as inactive or inconclusive. Potency means the concentration at half of the fitted maximal effect. Only part of the results is shown; the hit share may differ from the screen's.

SMILES,HTT cytoprotect,SMN2 splice up,Tau fibril ThT,KDM4E inh,Tau fluor cs,HTT aggregate,Tau FP inhib,ALDH1A1 inh
CCOC(=O)C1=C(C)N(C)C(=O)NC1c1c(C)nn(-c2ccc(C)cc2)c1Cl (stereo unspecified),-17%,-5%,-15%,1%,-8%,-17%,6%,2%
S=C1NCCOCCOCCOCCN1,-5%,0%,0%,-1%,3%,5%,0%,3%
Fc1ccc(C(c2nnnn2Cc2ccccc2)N2CCSCC2)cc1 (stereo unspecified),22%[10 µM],-10%,0%,1%,-11%,-16%,4%,19%
Cc1ccc(-c2noc(CCC(=O)NCCN3CCc4ccccc4C3)n2)cc1,-22%,-5%,-14%,-2%,-11%,-19%,-2%,7%
C/C(=N/NS(=O)(=O)c1ccccc1)c1ccc(NC(=O)C(F)(F)F)cc1,8%[10 µM],-2%,-3%,-2%,1%,23%,7%,8%
NC(=O)C1CCN(CC(=O)Nc2cccc(C(=O)Nc3cccc(C(F)(F)F)c3)c2)CC1,-4%[10 µM],2%,0%,2%,-4%,-7%,1%,26%
CCc1cc(=O)oc2cc(OC(C)=O)cc(OC(C)=O)c12,30%,-11%,?,?,-2%,?,-5%,?
CCOc1ccc(NC(=O)CSc2nnc(Cn3cnc([N+](=O)[O-])n3)n2C)cc1,-5%[10 µM],0%,-8%,1%,-6%,20%,5%,0%
CCCCN(C)CCNC(=O)c1ccc2c(c1)NC(=O)C(N1CCCCC1)S2 (stereo unspecified),9%,4%,-2%,5%,1%,10%,3%,-4%
Fc1ccc(-c2nc3c(-c4ccc(Cl)cc4)cnn3cc2CCN2CCOCC2)cc1,-35%[inhibitor],nt,-1%,-27%,-8%,-9%,-1%,12%
COC(=O)n1c(=O)oc2cc(S(=O)(=O)N3CCOCC3)ccc21,-5%,-2%,8%,-3%,9%,20%,7%,3%
O=C(NNC(=O)C1CCCN(c2ncccn2)C1)c1ccc(F)cc1 (stereo unspecified),3%,-15%,0%,?,-4%,8%,1%,-4%
O=C(CNS(=O)(=O)c1ccccc1)NCC(=O)OCc1ccccc1F,19%[10 µM],-24%,8%,-2%,4%,3%,-2%,-1%
O=C(Nc1cc(SCC(O)CO)cc([N+](=O)[O-])c1)c1ccc(-n2cnnn2)cc1 (stereo unspecified),-25%,-12%,?,1%,?,7%[9.22 µM],-6%,?
CN(c1ccccc1)P(=O)(N(C)c1ccccc1)N(C)c1ccccc1,-23%,-12%,-1%,-2%,0%,?,2%,0%
Cn1c(SCC(=O)N=Nc2c(O)[nH]c3ccccc23)nc2ccccc21,?,15%,-4%,-7%,-4%,-20%,-4%,1%
COCCCNC(=O)COc1ccc(Br)cc1Cl,nt,16µM*,0%,0%,2%,0%,0%,8%
CNC(=O)NC(=O)CSc1cccc(C(F)(F)F)c1,-9%,-18%,5%,8%,5%,0%,2%,-3%
Cc1ccc(Cc2c(C)nc3nc(SCC(=O)NCCN4CCOCC4)nn3c2C)cc1,2%,18%,-7%,-7%,-7%,3%,-5%,0%
CCOC(=O)C1CCN(Cc2c(O)c3ccccc3oc2=O)CC1,-13%,7%,0%,-4%,-7%,-2%,-1%,7%
CN(Cc1ccccc1)C(=O)CSc1nnc(-c2ccco2)n1-c1ccccc1,-6%[1.9 µM],-10%,-6%,3%,0%,-8%,1%,?
COC(=O)C1=C(C)NC(=O)/C1=C\c1cc(C)n(-c2ccccc2C)c1C,5%,-50%[inhibitor],?,?,?,18%[9.22 µM],5%,?
Cc1c(N2C(=O)C(=O)/C(=C(/O)c3ccccc3)C2c2ccc(F)cc2)c(=O)n(-c2ccccc2)n1C (stereo unspecified),7%[10 µM],0%,-2%,-6%,-4%,-10%,-7%,7%
NC(=O)c1c(NC(=O)C2CCCO2)sc2c1CCCCC2 (stereo unspecified),2%[0.074 µM],?,?,?,-11%,-9%,?,20µM*
COCC(C)NS(=O)(=O)c1ccc(OC)cc1 (stereo unspecified),-8%[10 µM],nt,0%,3%,-6%,-1%,1%,8%
COc1ccc(C(=O)NCc2ccc3c(c2)CCO3)cc1,1%[10 µM],nt,-2%,2%,2%,-10%[9.22 µM],10%,nt
O=C(CN1CCOCC1)Nc1ccc(OCc2ccccc2)cc1,-15%[10 µM],-24%,?,0%,-9%,-7%,-4%,13µM*
N#CCCCS(=O)(=O)c1nnnn1-c1ccc(Br)cc1,22%,7%,-5%,0%,-2%,nt,-4%,20µM*
N#CCC(=O)Nc1cc(C(F)(F)F)ccc1N1CCOCC1,32%[10 µM],5%,-12%,-3%,-8%,8%,3%,11%
C=NCc1cc2c(OC[C@@H](O)CNC(C)(C)C)cccc2[nH]1,-17%,-7%,-7%,nt,-6%,nt,-1%,2%
Cc1cc(-c2c(C)[nH]n(-c3ccc(Cl)cc3)c2=O)n(-c2ccc(Cl)cc2)n1,-39%[inhibitor],-32%[inhibitor],-2%,1%,-4%,-10%,14%,0%
COc1ccccc1C1CC(c2ccccc2)=NN1C(=S)Nc1ccccc1 (stereo unspecified),-24%,-12%,-11%,-3%,-23%,-2%,-10%,-2%
O=C(CCCOc1ccc(Cl)cc1Cl)N/N=C/c1ccccc1,17%[10 µM],-19%,6%,-5%,3%,1%,0%,2%
CCCNC(=O)c1ccc(C2SCC(=O)N2Cc2ccccc2)cc1 (stereo unspecified),15%[10 µM],-11%,3%,-21%,2%,24%,-6%,-3%
CCc1ccc(NC(=O)c2sc3nc(C)c(C(=O)Nc4ccc(C)cc4C)c(-c4ccco4)c3c2N)cc1,nt,-18%,?,nt,-10%,nt,0%,nt
CC(C)CNC(=S)N1CCN(C(c2ccccc2)c2ccccc2)CC1,?,?,-5%,-1%,-16%,?,-9%,?
COc1c(Cl)cc(Cl)cc1/C=C/C(=O)c1ccc(NC(=O)c2cccs2)cc1,-12%[10 µM],-89%[inhibitor],?,-5%,-14%,-30%,?,?
CCc1ccccc1NC(=O)c1ccc(Cn2cc([N+](=O)[O-])cn2)cc1,nt,11%,5%,2%,0%,-3%,6%,7%
N/C(=N\OC(=O)c1ccccc1[N+](=O)[O-])c1cccnc1,24%[10 µM],24%,-10%,2%,4%,?,7%,0%
COc1ccc(NS(=O)(=O)c2ccc(NC(=O)c3ccc(Br)cc3)cc2)nn1,nt,-14%,-9%,-1%,-11%,nt,-9%,2%
COc1ccc(C(=O)c2cn[nH]c2-c2cc(Cl)ccc2O)cc1,7%,nt,-2%,-7%,-6%,-22%,5%,?
NS(=O)(=O)c1ccc(NC(=O)COC(=O)c2cc(Cl)ccc2[N+](=O)[O-])cc1,29%[10 µM],nt,?,6%,-1%,-21%[9.22 µM],4%,nt
Cc1ccc(S(=O)(=O)N(C)C)cc1NC(=O)C(C)Sc1ccccc1 (stereo unspecified),nt,4%,-1%,-9%,-6%,11%,3%,?
Cc1ccc(C(=O)/C=C/c2cn(CC(O)CN3CCCCCC3)c3ccccc23)cc1 (stereo unspecified),nt,-8%,13µM*,nt,?,nt,-21%,nt
Cc1ccc(Nc2nc(N)nc(CN3CCN(Cc4ccc5c(c4)OCO5)CC3)n2)cc1Cl,-50%[inhibitor],-29%,-10%,-8%,-15%,-22%,-4%,?

3 compounds already listed, sorted by their value in SMN2 splice up, low to high.
structure	SMN2 splice up
Cc1ccc(Nc2nc(N)nc(CN3CCN(Cc4ccc5c(c4)OCO5)CC3)n2)cc1Cl	-29%
Cc1ccc(C(=O)/C=C/c2cn(CC(O)CN3CCCCCC3)c3ccccc23)cc1 (stereo unspecified)	-8%
N/C(=N\OC(=O)c1ccccc1[N+](=O)[O-])c1cccnc1	24%

By substructure, the entries above containing an aryl methoxy group
SMILES,HTT cytoprotect,SMN2 splice up,Tau fibril ThT,KDM4E inh,Tau fluor cs,HTT aggregate,Tau FP inhib,ALDH1A1 inh
COCC(C)NS(=O)(=O)c1ccc(OC)cc1 (stereo unspecified),-8%[10 µM],nt,0%,3%,-6%,-1%,1%,8%
COc1ccc(C(=O)NCc2ccc3c(c2)CCO3)cc1,1%[10 µM],nt,-2%,2%,2%,-10%[9.22 µM],10%,nt
COc1ccccc1C1CC(c2ccccc2)=NN1C(=S)Nc1ccccc1 (stereo unspecified),-24%,-12%,-11%,-3%,-23%,-2%,-10%,-2%
COc1c(Cl)cc(Cl)cc1/C=C/C(=O)c1ccc(NC(=O)c2cccs2)cc1,-12%[10 µM],-89%[inhibitor],?,-5%,-14%,-30%,?,?
COc1ccc(NS(=O)(=O)c2ccc(NC(=O)c3ccc(Br)cc3)cc2)nn1,nt,-14%,-9%,-1%,-11%,nt,-9%,2%
COc1ccc(C(=O)c2cn[nH]c2-c2cc(Cl)ccc2O)cc1,7%,nt,-2%,-7%,-6%,-22%,5%,?

Compound activity deposited in PubChem by National Center for Advancing Translational Sciences (NCATS).
